Screens (PubChem)
mcGAS inh = blocks mouse cGAS activity; Q8C6L5; actives 0.15% (n = 160,000); recombinant cGAS, Kinase-Glo ATP depletion luminescence; inhibition, % at 12.5 µM;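 further: 0% = negative control wells and 100% = reference inhibitor with no enzyme activity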
NPYLR7 ag = mosquito NPYLR7 agonism; HEK293T NPYLR7/Galpha15, GCaMP6s calcium fluorescence; activation, % at 10 µM; actives 0.15% (n = 270,000); in the data active means activation above about 40%;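 further: 0% = vehicle and 100% = reference agonist at the receptor; some compounds past the cut are filed as inactive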
hcGAS lum = human cGAS inhibition; Q8N884; actives 0.081% (n = 290,000); recombinant h-cGAS, ATP depletion, Kinase-Glo luminescence; inhibition, % at 12.5 µM;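 further: 0% = vehicle reaction and 100% = reaction without DNA for no activity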
Target sequence (Q8N884 whole entry, looked up): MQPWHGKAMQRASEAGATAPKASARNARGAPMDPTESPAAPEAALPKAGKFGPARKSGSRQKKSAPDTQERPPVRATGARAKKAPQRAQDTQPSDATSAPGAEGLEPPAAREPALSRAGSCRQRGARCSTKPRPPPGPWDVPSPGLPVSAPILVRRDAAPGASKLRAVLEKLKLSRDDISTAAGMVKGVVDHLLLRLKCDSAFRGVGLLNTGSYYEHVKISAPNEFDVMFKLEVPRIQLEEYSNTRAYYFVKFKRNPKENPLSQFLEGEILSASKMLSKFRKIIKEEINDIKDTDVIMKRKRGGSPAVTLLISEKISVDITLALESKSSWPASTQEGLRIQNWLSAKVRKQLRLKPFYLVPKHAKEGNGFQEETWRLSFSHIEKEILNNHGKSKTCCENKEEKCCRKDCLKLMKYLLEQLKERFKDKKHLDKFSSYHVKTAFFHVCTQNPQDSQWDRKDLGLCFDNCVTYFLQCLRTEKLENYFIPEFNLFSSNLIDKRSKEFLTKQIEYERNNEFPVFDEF
* hit, by the source's call; . = not tested or not shown; & = joins results of further samples. Unless noted, no stated cut-off is given here; in the data, active means inhibition above about 40%; inactive means the rest.

SMILES | mcGAS inh | NPYLR7 ag | hcGAS lum
CC1CCN(Cc2nnnn2CC(=O)N(C)Cc2cccnc2)CC1 | . | 5.5&2.6 | -7.8&-0.7
NS(=O)(=O)c1ccc(CCNC(=O)c2cccc3cccnc23)s1 | . | 7.4 | -1.4
O=C(c1ccc(F)cc1)N(CCN1CCOCC1)Cc1nccn1Cc1ccc(F)c(F)c1 | 0.8 | 7.8 | 3.2
COCCCN(Cc1cccn1Cc1cccc(C(F)(F)F)c1)C(=O)Nc1ccccc1F | -5.8 | . | -9.0
C=c1onc(-c2ccccc2Cl)c1=C1N=C(c2ccc(-c3ccc(OCCC)cc3)cc2)NO1 | 2.3 | -4.4 | 11.7
Cc1cc(C)n(-c2nc3c(c(=O)n2CC(=O)Nc2cccc(C(F)(F)F)c2)CCCC3)n1 | -2.1 | . | 2.2
CCCCn1c(-c2nnc(CCC)o2)cc2ccccc21 | -8.4 | -0.9 | -5.3
Clc1ccc(Cn2c(CN3CCCC3)nc3ccccc32)cc1 | -4.5&-2.5 | -6.3&-1.6&8.9 | -0.6&-0.5&-4.1
Cc1c(-c2ccc(F)cc2)[nH]c2ccc(CNS(=O)(=O)C3CC3)cc12 | . | 0.5 | -4.8
CN(C)Cc1ccc(CNC(=O)c2cc(Cl)sc2Cl)cc1 | . | 0.4 | -15.4
CCCCCCC1(C)NC(=O)NC1=O (stereo not given) | -9.3 | 2.0 | -10.7
COc1cc(OC)cc(C(=O)NCC2CCN(c3nc(Cc4ccc(Cl)cc4)ns3)CC2)c1 | -7.1 | 20.3 | -6.9
O=C(CCC1CCCN(Cc2cc3c(cc2Cl)OCO3)C1)Nc1ccccc1F (stereo not given) | . | 13.3 | -8.8
Cc1ccccc1N=C1NC(=O)C(Cc2ccccc2[N+](=O)[O-])S1 (stereo not given) | 0.7 | 19.8 | 2.0
CC(=O)N(CN1C(=O)c2ccc([N+](=O)[O-])cc2C1=O)c1ccc(Cl)cc1 | . | 3.2 | -4.9

By substructure, those above containing four or more nitrogen atoms
SMILES | mcGAS inh | NPYLR7 ag | hcGAS lum
CC1CCN(Cc2nnnn2CC(=O)N(C)Cc2cccnc2)CC1 | . | 5.5&2.6 | -7.8&-0.7
O=C(c1ccc(F)cc1)N(CCN1CCOCC1)Cc1nccn1Cc1ccc(F)c(F)c1 | 0.8 | 7.8 | 3.2
Cc1cc(C)n(-c2nc3c(c(=O)n2CC(=O)Nc2cccc(C(F)(F)F)c2)CCCC3)n1 | -2.1 | . | 2.2
COc1cc(OC)cc(C(=O)NCC2CCN(c3nc(Cc4ccc(Cl)cc4)ns3)CC2)c1 | -7.1 | 20.3 | -6.9

Given with values under each structure: 4 of the compounds above
Below each SMILES – mcGAS inh	NPYLR7 ag	hcGAS lum
Clc1ccc(Cn2c(CN3CCCC3)nc3ccccc32)cc1
→ -4.5&-2.5	-6.3&-1.6&8.9	-0.6&-0.5&-4.1
Cc1c(-c2ccc(F)cc2)[nH]c2ccc(CNS(=O)(=O)C3CC3)cc12
→ .	0.5	-4.8
CN(C)Cc1ccc(CNC(=O)c2cc(Cl)sc2Cl)cc1
→ .	0.4	-15.4
CCCCCCC1(C)NC(=O)NC1=O (stereo not given)
→ -9.3	2.0	-10.7

Next records:
SMILES | mcGAS inh | NPYLR7 ag | hcGAS lum
CC(=O)N[C@@H](CC(=O)O)C(=O)N[C@@H](CCC(=O)O)C(=O)O | -4.7 | -6.6 | -3.1
CC1C(=O)N(c2ccccc2-c2ccccc2)CCN1Cc1ccccc1 (stereo not given) | -3.9 | 12.3 | -6.0
CSCCCNC(=O)C1CCC(=O)N(Cc2cccc(C(F)(F)F)c2)C1 (stereo not given) | . | 4.1 | -6.0
Cc1cccc(CO[C@]2(C(=O)NCC3CCCO3)CC(OCc3cccc(Cl)c3)[C@H](O)[C@H](O)C2)c1 (stereo not given in full) | -3.9 | 5.4 | 1.1
O=C(CSCc1ccccc1)N1N=C(c2cccs2)CC1c1cccs1 (stereo not given) | . | 3.5 | -1.5
CCN(CC)C(=O)C(Cc1ccccc1)N1C(=O)c2ccccc2C1=O (stereo not given) | . | 0.5 | -3.5
NC(N)=NN=Cc1cc(Cl)cc([N+](=O)[O-])c1O | . | -2.9 | -1.8
Cc1cc(CNC(=O)C2CCN(Cc3ccco3)CC2)c2[nH]c(C)c(C)c2c1 | -9.7 | -0.1 | -3.7
CC(C)NS(=O)(=O)c1cccc2nonc12 | . | -0.2 | 1.7
O=C(CCc1ccccc1)C(=O)N1CCC(N2CCC(C(=O)NC3CC3)CC2)CC1 | . | 0.8&-2.7 | -10.7&1.9
O=C(c1cn(-c2ccccc2)nn1)N1CCC(OCc2ccccn2)CC1 | . | 1.6 | -7.9
COC1CN(C)C(=O)CN(S(=O)(=O)c2cccs2)C1 (stereo not given) | -1.1 | -5.3 | 6.2
CCOC(=O)C1CCN(C(=O)Cc2nn(C)c(=O)c3ccccc23)CC1 | . | -0.7 | -6.3
CC(C)C1=NOC(C(=O)N2CCC(CCC(=O)Nc3ccccc3)CC2)C1 (stereo not given) | . | 23.3&12.8 | -8.0&-5.4
CCCCn1nc(C)c(-c2cc(C(=O)O)[nH]n2)c1C | -1.0 | 4.2 | 3.0
COC(=O)CN1CCN(c2nc3c(c(=O)[nH]c(=O)n3C)n2Cc2cccc3ccccc23)CC1 | -4.4 | 4.3 | -4.3
CC1CN2C(=O)CN(C(=O)Nc3c(F)cccc3F)CC2c2ccccc21 (stereo not given) | -5.8 | 2.9 | -10.2
O=C1c2cc(F)c(F)c(F)c2SC2=NCCN12 | . | 10.6 | -2.1
Oc1cccc(/C=N\Nc2cc(N3CCCC3)nc(N3CCCC3)n2)c1 | -5.8 | 13.8 | -4.0
CCOC(=O)c1cnn(C)c1NC(=O)COc1cc(C)ccc1C(C)C | -9.1 | 0.4 | -7.2
O=C(NCc1nnc2n1-c1ccccc1CC2)c1ccccc1Cl | -12.7 | -4.3 | -3.7
CCCCn1c(N)c(N(C(=O)CN(C)Cc2ccc(C)cc2C)C2CCCC2)c(=O)[nH]c1=O | . | -0.7 | 5.8
CCN(CC)C(=O)CN(C)CC(=O)Nc1ccc(Br)cc1Cl | . | 7.0 | -2.5
Cc1nc2ccc(Cl)cn2c(=O)c1NC(=O)Cc1ccc(-c2ccccc2)cc1 | . | 2.2 | -13.5
CC(C)(C)c1csc(CN2CCN(CC(=O)N3CCc4ccccc43)CC2)n1 | -10.7 | -10.4 | -3.2
OC1(c2ccc(Cl)cc2)CCN(Cc2c[nH]c3ccccc23)CC1 | -3.8 | 3.8 | -4.3
CC(C)(C)C1CCC(NC(=O)c2ccc(CSc3nnc4ccccn34)cc2)CC1 (stereo not given) | -2.3 | -4.6 | -3.7
Cc1nn(-c2ccccc2)c(C)c1NC(=O)CN1CCCCC1C (stereo not given) | -7.1 | 6.7 | -7.1
N#Cc1cccc(CN2C3CCC4(CC3)OC(=O)N(Cc3ccccc3)CC24)c1 (stereo not given) | -8.8 | 17.4 | -4.2
O=C1c2ccc([N+](=O)[O-])cc2C(=O)N1CNc1ccc(F)cc1 | -4.5 | -0.1 | -3.2
Cc1nc2scc(C)n2c(=O)c1NC(=O)CC1CCCC1 | -6.5 | 8.6 | -5.6
O=C(CCN1C(=O)C2CC=CCC2C1=O)Nc1nccs1 (stereo not given) | . | 7.2 | -1.6
O=c1cc(CN2CCOC(C(F)(F)F)C2)[nH]c(=O)[nH]1 (stereo not given) | . | -0.7 | -4.6
COc1ccccc1OCC1CN(C(=O)CNC(=O)c2cccc(C(F)(F)F)c2)CCO1 (stereo not given) | . | 19.4 | -4.9
Cc1sc2nc(C(C)C)oc(=O)c2c1C | -4.9 | 3.7 | 5.9
CCOC(=O)c1cccnc1Oc1cccc(NC(=O)CCCC(=O)c2ccccc2)c1 | -5.8 | -7.4 | -6.1
CN(C)CCOC(=O)c1ccco1 | . | 0.1 | -5.0
COCCN1C(=O)[C@]2(C)[C@H](c3ccccc31)[C@@H](C(N)=O)CN2C(=O)NC1CCCC1 | -5.3 | 15.9 | 2.5
COc1nc2sccn2c1C=NN1CC(=O)NC1=O | . | 2.5 | -7.8
CCCSc1nnc2n1CCN2c1ccccc1 | -9.5 | 2.7 | -9.3
CCN1CCC(C(=O)NCc2cccnc2N(C)C2CCCCC2)C1 (stereo not given) | -9.8 | 6.6 | -3.1
CCOC(=O)C1CCN(C(=O)c2coc(CN(CCc3c[nH]c4ccccc34)Cc3cccc(F)c3)n2)CC1 | 1.0 | -2.0 | 3.6
N#CC1CCCc2c1[nH]c1ccc(Br)cc21 (stereo not given) | . | 11.8 | -9.2
Cc1noc(C)c1S(=O)(=O)NCCn1ncc2c(N3CCCC3)ncnc21 | . | 0.6 | -8.0
Cc1cc(C)c(-c2ccc(=O)n(CC(=O)NCc3ccc(F)cc3)n2)cc1C | . | 9.3 | -7.0

Some values from the list:
mcGAS inh result of Cc1nc2scc(C)n2c(=O)c1NC(=O)CC1CCCC1 = -6.5
NPYLR7 ag result of CN(C)CCOC(=O)c1ccco1 = 0.1
NPYLR7 ag result of Cc1cc(C)c(-c2ccc(=O)n(CC(=O)NCc3ccc(F)cc3)n2)cc1C = 9.3
NPYLR7 ag result of COc1ccccc1OCC1CN(C(=O)CNC(=O)c2cccc(C(F)(F)F)c2)CCO1 (stereo not given) = 19.4

Next compounds.
SMILES | mcGAS inh | NPYLR7 ag | hcGAS lum
CS(=O)(=O)CC1(CNCc2cccnc2)CC1 | . | -3.0 | -11.2
CC(c1cccnc1)N1CC23C=CC(O2)C(C(=O)N2CCCC4CCCCC42)C3C1=O (stereo not given) | . | 0.0 | 3.5
Cc1ccc(-c2nc(Nc3ccccc3F)c3ccccc3n2)cc1 | -3.8 | 27.0 | -0.7
Cc1c(Cl)cccc1-n1nc(C)c2c(C)cc(=O)oc21 | . | -9.8 | -4.6
CC(C)OC(=O)c1ccc(CN2CCCCC2)s1 | . | 1.8 | -6.9
CC(CCc1ccccc1)NS(=O)(=O)c1ccccc1Cl (stereo not given) | -7.6 | 1.2 | -4.5
Cc1ccc2oc(-c3ccc(NC(=O)c4cc([N+](=O)[O-])ccc4Cl)cc3)nc2c1 | -4.0 | -0.1 | -5.1
CCCCn1c(SCC(=O)N2CCOC3CCCCC32)nc(C)c1C (stereo not given) | . | 5.1 | -9.5
O=C(c1ccc(Cl)nc1)N1CCN(C(c2ccc(Cl)cc2)c2ccc(Cl)cc2)CC1 | -5.0 | 14.4 | -6.1
COc1ccccc1-n1c(=O)c2ccccc2n(Cc2ccc(C(=O)NCc3cccc(C(F)(F)F)c3)cc2)c1=O | -5.9 | 3.0 | -9.6
O=C(c1ccccc1Cl)n1c(=O)oc2cc([N+](=O)[O-])ccc21 | . | -7.8 | -5.2
CCOC(=O)C(c1cccc(OC)c1)C1C=CC(NC(=O)c2cccc(OC(F)(F)F)c2)C1 (stereo not given) | -2.5 | -3.7 | -1.3
CCc1nc2ccc(C(=O)NCCCN(C)C)cn2c1N(C)CCCc1ccccc1 | -1.8 | 2.8 | -1.7
CN(Cc1nc(C(N)=O)no1)CC1CCOCC1 | -4.5 | . | -4.0
COc1cc(-c2ccnc(N3CCN(C(=O)C45CC[C@@](C)(C(=O)O4)C5(C)C)CC3)n2)cc(OC)c1OC | 1.4 | 6.1 | -0.1

Of the compounds above, these have a furan ring, fused or not:
SMILES | mcGAS inh | NPYLR7 ag | hcGAS lum
Cc1cc(CNC(=O)C2CCN(Cc3ccco3)CC2)c2[nH]c(C)c(C)c2c1 | -9.7 | -0.1 | -3.7
CN(C)CCOC(=O)c1ccco1 | . | 0.1 | -5.0

Next section
SMILES | mcGAS inh | NPYLR7 ag | hcGAS lum
CCCOC(=O)C1=C(C)N(C)C(=O)NC1c1ccc(Cl)c(Cl)c1 (stereo not given) | -0.9 | -4.2 | -1.4
Cc1cc(C)n(-c2ncnc3sc4c(c23)CCCC4)n1 | -5.7 | 4.2 | -6.1
CCOc1ccccc1C(=O)N1CCC(c2nc(-c3ccc(F)c(F)c3)no2)CC1 | -8.0 | 3.2 | -4.9
CCOC(=O)c1cc(-c2cccc(NC(=O)Cc3ccc(OC)cc3)c2)n(-c2ccccc2OC)n1 | -5.7 | 20.9 | -2.8
Fc1ccc(-c2nnn3c2nc(NCc2ccccc2)c2ccccc23)cc1 | -8.4 | -2.4 | -2.9
Cc1nc(N2CCCN(C)CC2)c2c3c(sc2n1)CCC3 | -3.8 | 4.1 | -0.5
C#CCN(CC(=O)N(CCc1c[nH]c2ccccc12)Cc1ccc(Cl)c(Cl)c1)CC(C)C | -5.1 | 0.9 | -8.8
COc1ccc2sc(C(=O)N3CCCC3C)c(Cl)c2c1 (stereo not given) | -4.1 | -1.7 | -2.8
O=C(O)c1ccc(-c2ccn[nH]2)cc1Cl | . | 7.7 | -1.8
Cc1cccnc1NCCNc1ncnc2c1CCN(C(=O)C1CC1)C2 | -12.6 | 7.9 | -4.1
CC(=O)Nc1ccc(-c2nnc3ccc(-c4ccc(S(C)(=O)=O)cc4)cn23)cc1 | -3.0 | -8.6 | 2.4
Cc1cc(=O)n(-c2nc(-c3ccccc3)cs2)[nH]1 | . | -2.8 | -3.3
Nc1cccc(-c2cc(NC3CCCCC3)ncn2)c1 | . | 6.8 | -3.6
COCc1c(Br)c(C)nc(OCC(=O)N/N=C\c2cc(Br)c(O)c(OC)c2)c1C#N | -4.3 | 12.2 | -6.7
Cc1cc(=O)[nH]c(NN=Cc2cc(C)n(CC(F)(F)F)c2C)n1 | . | 7.4 | -4.4
